ATXN2 expr inh: ATXN2 expression inhibition. HEK-293 ATXN2-luciferase reporter, luminescence, 24 h. 360,000 compounds, 0.72% hits. Potency, µM (highest dose often 57 µM), for inactives: top-dose activity change, negative = inhibition, usual class: inhibitors. AID 1745845; note: potency is the fitted concentration of half-maximal effect; % is set by controls: 0 for no effect and ±100 for the full control effect; nearly all actives have a fitted effect of over 55% in size
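qHTS (up to 57 uM final) was run with 24 h compound exposure of reporter cells at 37 °C. Each well was multiplexed: SteadyGlo luminescence measured ATXN2-luciferase expression after a fluorogenic Gly-Phe-AFC viability readout (25 uM final).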
HT1080NT lethal: kills 2HG-producing HT-1080-NT fibrosarcoma cells; 360,000 compounds, 1.6% hits; Potency, µM (highest dose often 46.1 µM), inactives show at the highest dose activity, negative = less viability, usual class: cytotoxic; HT-1080-NT fibrosarcoma viability, CellTiter-Glo ATP luminescence, 48 h;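 note: NT is the 2HG producing partner of a matched IDH1 knockdown line; potency is the fitted concentration of half-maximal effect; 0% = DMSO-treated cells and -100% = media-only wells without cells; nearly all actives have a fitted effect of over 55% in size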
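A 48-hour cytotoxicity screen used HT-1080-NT cells plated 2 hours before compound delivery. ATP-based CellTiter-Glo luminescence measured viability, normalized to DMSO and no-cell controls.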
SW480 rerep: inducers of DNA re-replication in SW480 colon cancer cells; AID 624297; Potency, µM (series often up to 46.1 µM), for inactives: at the top dose re-replication activation, hits mostly activators; SW480 DNA re-replication, Hoechst DNA content imaging, 48 h; 340,000 compounds, 1.8% hits; note: potency is the fitted concentration of half-maximal effect; % of control where 0% means no effect; nearly all actives have a fitted effect of over 55% in size
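SW480 cells exposed to compounds for 48 hr at 37 C, 5% CO2, then Hoechst-stained 40 min. Nuclear DNA content imaged by fluorescence scanning (405 nm excitation, 500-530 nm emission); re-replication scored as increased high-intensity nuclei.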
IL1B secr inh: inflammasome signaling inhibition, IL-1 beta readout; 360,000 compounds, 4.7% hits; THP-1 LPS/ATP IL-1B secretion, AlphaLISA, 16 h; hits give low values; activity change, % at 57.5 µM; in the data active = activity change below about -50%; inconclusive = mostly about -30% to -49%; note: % is set by controls: 0 for no effect and ±100 for the full control effect
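THP-1 cells pretreated 1 hr with compounds (up to 57.5 uM final), then stimulated with LPS (250 ng/mL final) plus ATP (1.25 mM final); secreted IL-1B measured by AlphaLISA after 16 hr, decreased signal indicating inhibition.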
MCF10A rerep: induces DNA re-replication in MCF 10a normal breast cells. 350,000 compounds, 2.9% hits. Potency, µM (doses to about 46.1 µM), for inactives: at the top dose activity, positive = re-replication, actives largely listed as activators. MCF 10A DNA re-replication, Hoechst nuclear intensity, 48 h; note: potency is the fitted concentration of half-maximal effect; % of control where 0% means no effect; nearly all actives have a fitted effect of over 50% in size
KB-3-1 cytotox: kills parental KB-3-1 adenocarcinoma cells; Potency, µM (doses to about 46.1 µM), inactives show at the top dose activity change, negative = cytotoxic, usual class: cytotoxic; KB-3-1 viability, CellTiter-Glo ATP luminescence, 72 h; 400,000 compounds, 1.4% hits; AID 1347075; note: potency is the fitted concentration of half-maximal effect; % is set by controls: 0 for no effect and ±100 for the full control effect; nearly all actives have a fitted effect of over 60% in size
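Cytotoxicity in the drug-sensitive parental line KB-3-1 was scored as loss of CellTiter-Glo luminescence following 72 h incubation with compound. Values come from curve fitting of normalized concentration-response data.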
ATXN viability: viability counter-screen for ATXN expression inhibitors | S2 cells (HEK-293 line with an ATXN2-luciferase reporter) viability, CellTiter-Fluor protease fluorescence, 24 h | Potency, µM (doses to about 56.7 µM), hits mostly cytotoxic | 400,000 compounds, 0.49% hits; note: potency is the fitted concentration of half-maximal effect; nearly all actives have a fitted effect of over 40% in size
KB-V1 MDR tox: kills drug-selected multidrug resistant KB-V1 cells | KB-V1 MDR cells viability, CellTiter-Glo, 72 h | Potency, µM (top dose mostly 46.1 µM), for the others: at the top dose activity change, negative = cytotoxicity, usual class: cytotoxic | 400,000 compounds, 3.4% hits | AID 1347076; note: potency is the fitted concentration of half-maximal effect; % is set by controls: 0 for no effect and ±100 for the full control effect; nearly all actives have a fitted effect of over 60% in size
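KB-V1, DMEM (no phenol red) + 10% FBS; cpd pin-transferred, titration series; 72 h, 37 degrees C; CellTiter-Glo, luminescence. Data normalized, curve-fit.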
HT1080 IDH1KD tx: toxicity to HT-1080 IDH1 knockdown cells (counter line); HT-1080 IDH1 knockdown viability, ATP luminescence, 48 h; Potency, µM (titrated, usually from 46.1 µM), inactives show at the top dose activity, negative = toxicity, hits mostly cytotoxic; 360,000 compounds, 2% hits; AID 686971;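 note: potency is the fitted concentration of half-maximal effect; 0% = DMSO wells and -100% = cell-free medium wells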
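Cytotoxicity counter-line: IDH1KD HT-1080, 48 h, CellTiter-Glo. Curves classed by r2, magnitude and activity.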
An asterisk follows results filed as active; i = inactive; ? = inconclusive; . = no result given; [ ] = remark or other dose. Unless noted, calls come from the whole dose curve; as a rule, active = well fitted curve in the direction sought with a large enough effect; inconclusive = small, poorly fitted or top-dose-only effect, or another doubt; inactive = no such curve, though single readings can be large; an effect the other way counts as inactive or inconclusive.

SMILES	ATXN2 expr inh	HT1080NT lethal	SW480 rerep	IL1B secr inh	MCF10A rerep	KB-3-1 cytotox	ATXN viability	KB-V1 MDR tox	HT1080 IDH1KD tx
CCCNC(=O)N(C)C[C@@H]1Oc2cc(C#C[C@H](C)O)ccc2S(=O)(=O)N([C@H](C)CO)C[C@H]1C	6%	13%	.	13	.	1%	i	-1%	7%
CC(=O)NC1=NN(C(C)=O)C(C)(c2ccc(Br)cc2)S1 (stereo not given)	7%	?	?	45	?	-17%	i	-2%	18µM*
CC(C)C[C@H]1CN([C@@H](Cc2ccc(O)cc2)CN2CCC[C@@H]2CN2C(=S)NC[C@@H]2Cc2ccccc2)C(=S)N1CC1CCCCC1	0%	-24%	.	-22	.	?	?	0%	-18%
COc1ccc(NC(=O)CSc2nnc(C)c3ccccc23)cc1	.	1%	-25%	-13	-1%	-1%	i	-4%	12%
COC(=O)c1[nH]c2cccc(Cl)c2c1NC(=O)CN1CCN(CCO)CC1	1%	-2%	-16%	19	17%	1%	?	21%	7%
CCOC(=O)[C@]12CCC=C1N(CCC1=CCCCC1)C(=O)[C@H](CC(=O)NCCCN1CCCC1=O)C2	0%	12%	.	44	.	3%	i	-17%	4%
COc1ccccc1Nc1nccc(N(C)C)c1C#N	-26%[11.3 µM]	1%	-3%	10	-3%	17%	?	12%	20%
Cc1onc(-c2ccccc2)c1C(=O)Nc1nnc(COc2ccc(Cl)cc2)s1	-4%	?	-1%	-13	?	12%	i	?	?
Cc1cc(C)n(-c2ncc3c(n2)N(CCO)CCOC3=O)n1	.	3%	-4%	1	-2%	1%	i	18%	0%
Nc1c2c(nc3ccn(-c4ccccc4)c(=O)c13)CCCCC2	-6%	26%	0%[9.22 µM]	-58*	2%	-7%	i	-19%	16%
CCN(CC)S(=O)(=O)c1cccc(C(=O)N[C@H](C(=O)NC2=NCCS2)C(C)C)c1	1%	2%	-4%	45	-34%	?	i	0%	0%
CCOC(=O)N1CCN(C(=O)c2oc3ccc(S(=O)(=O)N4CCCCC4)cc3c2C)CC1	-16%	6%[9.24 µM]	-1%	16	?	?	i	?	-28%
CCOC(=O)CSc1nc2ccsc2c(=O)n1C1CCN(C(=O)OCC)CC1	-18%	-11%[9.24 µM]	-10%	-12	-5%	-10%	i	16µM*	-13%
CCCN1CCc2nc(N3CCN(c4ncccn4)CC3)ncc2C1	3%	.	.	.	.	-12%	i	9%	.
COc1ccc(-c2nn(-c3ccccc3)cc2CNCc2cccnc2)c(F)c1	-3%	-4%	6%	15	-1%	15%	i	?	1%
O=C(OCc1ccccc1)c1cc(S(=O)(=O)N2CCCCC2)ccc1N1CCOCC1	-9%	1%	4%	-7	7%	?	i	?	-10%
COc1ccc(Cl)cc1NC(=O)CN(C)CC(=O)Nc1ccc(C)cc1Br	-10%	-4%	0%	-67*	?	-11%	i	?	-12%
O=C(NC1CCCCC1)C(c1ccnc2ccccc12)N1CCOCC1 (stereo not given)	8%	3%	.	0	.	-1%	i	-13%	4%
CCc1ccc(-c2cc(C)no2)cc1S(=O)(=O)N1CCOc2ccc(C)cc21	-33%	-10%	13%	0	?	-45%	i	?	?
CC(C)(C)N(CC(=O)NC1CCCCC1)C(=O)CS(=O)CC(=O)Nc1ccc(F)cc1 (stereo not given)	-17%	16%	-2%	5	-3%	9%	i	9%	13%
CCN1C(=O)[C@H]2[C@@H](c3ccc(-c4ccc(C(C)=O)cc4)cc3)N3CCC[C@@]3(C(=O)OC)[C@H]2C1=O	-4%	9%	2%	27	-6%	14%	?	?	10%
O=C(Nc1ccccc1)N(Cc1cccc(Cl)c1)c1ccccn1	4%	.	.	.	.	-13%	i	?	.
CCc1nnc(NC(=O)CN2C(=O)N(C)C3(CCCCC3)C2=O)s1	-24%	0%	-5%	-7	-2%	8%	?	-22%	-4%
O=C(Cc1ccc(NC2=NC3CS(=O)(=O)CC3S2)cc1)N1CCN(c2ccc(F)cc2)CC1 (stereo not given)	-14%	-1%	-5%	-1	3%	2%	.	-17%	8%
CC(=O)N=C(N)Sc1nc2ccccc2[nH]1	64%[activator]	4%	-4%	9	-1%	18%	i	16%	-2%
Cc1cccc(C(=O)N[C@@H]2c3ccccc3C[C@@H]2O)n1	2%	8%	3%	13	3%	1%	?	11%	7%
CCOC(=O)CSc1nc2c(sc(=S)n2-c2ccc(OCC)cc2)c(=O)[nH]1	-11%[11.3 µM]	-24%	-7%	71	1%	-10%	i	16%	-18%
CN(C)/C=N/c1nc2nccc(-c3ccc(F)cc3)n2n1	29%	23%	-5%	8	-36%[inhibitor]	0%	i	-2%	21%
COC(=O)c1cc(C#N)c(OC)nc1C	-35%	17%	-2%	11	1%	1%	i	15%	0%
c1ccc(-c2ccccc2OCCCN2CCCC2)cc1	-24%	-10%	-5%	?	6%	-9%	i	-8%	-11%
CCOc1ccc(CN2C(=O)c3ccccc3C2=O)cc1C(=O)O	-1%	10%	-7%	64	7%	?	i	30%	8%
O=C(COC(=O)c1ccc(Cl)nc1)Nc1ccc2c(c1)OCCO2	.	2%	-5%	22	1%	-2%	?	11%	?
Cc1c(C(=O)Nc2ccccc2F)cnn1-c1ccccc1	98%[activator]	-5%	-2%	0	-1%	-13%	?	-10%	-4%
CN(C)C(CNC(=O)CCNC(=O)c1ccc(Br)cc1)c1ccco1 (stereo not given)	3%	8%	-3%	12	2%	18%	i	0%	8%
Cc1ccc(C(=O)NNC(=O)CSc2nc(N)cc(N)n2)cc1	-4%	14%	-1%	1	7%	3%	i	0%	9%
CCc1noc(C)c1C(=O)Nc1nc2c(C)cccc2s1	29%	-23%	-88%[inhibitor]	-6	?	7%	i	-8%	-17%

A draw from above in order of formula weight, high to low:
SMILES	ATXN2 expr inh	HT1080NT lethal	SW480 rerep	IL1B secr inh	MCF10A rerep	KB-3-1 cytotox	ATXN viability	KB-V1 MDR tox	HT1080 IDH1KD tx
O=C(Cc1ccc(NC2=NC3CS(=O)(=O)CC3S2)cc1)N1CCN(c2ccc(F)cc2)CC1 (stereo not given)	-14%	-1%	-5%	-1	3%	2%	.	-17%	8%
CCOC(=O)CSc1nc2c(sc(=S)n2-c2ccc(OCC)cc2)c(=O)[nH]1	-11%[11.3 µM]	-24%	-7%	71	1%	-10%	i	16%	-18%
CN(C)C(CNC(=O)CCNC(=O)c1ccc(Br)cc1)c1ccco1 (stereo not given)	3%	8%	-3%	12	2%	18%	i	0%	8%
CCc1nnc(NC(=O)CN2C(=O)N(C)C3(CCCCC3)C2=O)s1	-24%	0%	-5%	-7	-2%	8%	?	-22%	-4%
O=C(COC(=O)c1ccc(Cl)nc1)Nc1ccc2c(c1)OCCO2	.	2%	-5%	22	1%	-2%	?	11%	?
Cc1ccc(C(=O)NNC(=O)CSc2nc(N)cc(N)n2)cc1	-4%	14%	-1%	1	7%	3%	i	0%	9%
CCOc1ccc(CN2C(=O)c3ccccc3C2=O)cc1C(=O)O	-1%	10%	-7%	64	7%	?	i	30%	8%
Cc1c(C(=O)Nc2ccccc2F)cnn1-c1ccccc1	98%[activator]	-5%	-2%	0	-1%	-13%	?	-10%	-4%
CN(C)/C=N/c1nc2nccc(-c3ccc(F)cc3)n2n1	29%	23%	-5%	8	-36%[inhibitor]	0%	i	-2%	21%
c1ccc(-c2ccccc2OCCCN2CCCC2)cc1	-24%	-10%	-5%	?	6%	-9%	i	-8%	-11%
Cc1cccc(C(=O)N[C@@H]2c3ccccc3C[C@@H]2O)n1	2%	8%	3%	13	3%	1%	?	11%	7%
CC(=O)N=C(N)Sc1nc2ccccc2[nH]1	64%[activator]	4%	-4%	9	-1%	18%	i	16%	-2%
COC(=O)c1cc(C#N)c(OC)nc1C	-35%	17%	-2%	11	1%	1%	i	15%	0%

New compounds follow
SMILES	ATXN2 expr inh	HT1080NT lethal	SW480 rerep	IL1B secr inh	MCF10A rerep	KB-3-1 cytotox	ATXN viability	KB-V1 MDR tox	HT1080 IDH1KD tx
Cc1ccc(C(=O)NC(=S)Nc2ccc3[nH]c(=O)[nH]c3c2)cc1C	-4%	12%	1%	3	-3%	8%	i	-12%	4%
Cc1cc(C)cc(Nc2nc3ccccc3nc2-n2nc(C)cc2C)c1	10%	.	.	.	.	-8%	i	39%	.
O=S(=O)(NCC1CCCO1)c1ccccc1 (stereo not given)	6%	-6%	0%	12	-6%	4%	i	-6%	0%
COc1ccc(NC(=O)CSc2nnc(N)s2)c([N+](=O)[O-])c1	-9%	0%	-6%	-13	-3%	-7%	i	-10%	1%
COc1cc(-c2nnc(SCC(=O)c3cc(C)n(CC4CCCO4)c3C)o2)cc(OC)c1OC (stereo not given)	-7%	-2%	10%	45	23%	-13%	i	18µM*	-6%
C/C(=N\N=C1\NC(=O)C(Cc2ccccc2)S1)c1ccccc1 (stereo not given)	.	-1%	-104%[inhibitor]	14	?	0%	i	-11%	-11%
CS(=O)(=O)N(CCc1ccccc1)CC(=O)N1CCCCCC1	.	1%	.	1	.	1%	i	-23%	9%
O=c1c2ccccc2nc(/C=C/c2cccc([N+](=O)[O-])c2)n1CCCO	-22%	-22%	12%[9.22 µM]	0	23%	0%	i	0%	?
CCCCNc1nc2c(c(=O)[nH]c(=O)n2C)n1CCOc1ccccc1	1%	-2%	-2%	27	15%	0%	i	?	-18%
COc1ccc(OC)c(NC(=O)Cn2nc(C)c3ccccc3c2=O)c1	-12%	10%	-9%	0	-6%	2%	i	-20%	1%
O=C1C=CC(=O)N1c1ccccn1	-13%	6%	0%	-2	-24%	9%	i	-2%	22%

Compound activity from PubChem BioAssay.
